# SRC2 inh = inhibition of GAL4-SRC2 driven luciferase reporter, primary screen, SRC2 inhibitor project, cell-based, luminescence; HEK293 GAL4-SRC2 luciferase reporter; Nuclear receptor coactivator 2 (Homo sapiens), Q15596; hit rate 0.17% among 370,000; inhibition, % at 9 µM;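 active = inhibition above the mean inhibition of all tested compounds plus 3 SD, set per campaign, cut at about 52% in these data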;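 also: 0% = DMSO treated cells and 100% = cells given Gossypol at 36 µM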
# TLR9-MyD88 inh = inhibitors of TLR9-MyD88 association in cells, primary screen, cell-based, CHO, BLA complementation, fluorescence; Toll-like receptor 9 (Homo sapiens) + Myeloid differentiation primary response protein …; CCF4 FRET ratio; inhibition, % at 4.98 µM; hit rate 0.21% among 340,000; AID 504734, 2011;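 active = inhibition above the mean over all tested compounds plus 3 SD, cut at about 21% in these data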;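 also: 0% = DMSO only wells and 100% = clavulanate BLA inhibitor control wells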
# SRC3 inh = SRC3 coactivator transcriptional activity inhibitors, primary screen, cell-based, luminescence; Nuclear receptor coactivator 3 (Homo sapiens), Q9Y6Q9; HEK293 GAL4-SRC3 luciferase reporter; inhibition, % at 3.6 µM; hit rate 0.17% among 360,000; AID 588352, 2011;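 active = inhibition above a per-campaign cutoff, the mean of all compounds plus 3 SD, cut at about 60% in these data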;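 also: 0% = DMSO-treated cells and 100% = gossypol-treated cells at 36 µM; higher means less SRC3-driven luciferase light from the GAL4 reporter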
# Target sequence (Q9Y6Q9 whole entry, looked up, the tested form may be a part): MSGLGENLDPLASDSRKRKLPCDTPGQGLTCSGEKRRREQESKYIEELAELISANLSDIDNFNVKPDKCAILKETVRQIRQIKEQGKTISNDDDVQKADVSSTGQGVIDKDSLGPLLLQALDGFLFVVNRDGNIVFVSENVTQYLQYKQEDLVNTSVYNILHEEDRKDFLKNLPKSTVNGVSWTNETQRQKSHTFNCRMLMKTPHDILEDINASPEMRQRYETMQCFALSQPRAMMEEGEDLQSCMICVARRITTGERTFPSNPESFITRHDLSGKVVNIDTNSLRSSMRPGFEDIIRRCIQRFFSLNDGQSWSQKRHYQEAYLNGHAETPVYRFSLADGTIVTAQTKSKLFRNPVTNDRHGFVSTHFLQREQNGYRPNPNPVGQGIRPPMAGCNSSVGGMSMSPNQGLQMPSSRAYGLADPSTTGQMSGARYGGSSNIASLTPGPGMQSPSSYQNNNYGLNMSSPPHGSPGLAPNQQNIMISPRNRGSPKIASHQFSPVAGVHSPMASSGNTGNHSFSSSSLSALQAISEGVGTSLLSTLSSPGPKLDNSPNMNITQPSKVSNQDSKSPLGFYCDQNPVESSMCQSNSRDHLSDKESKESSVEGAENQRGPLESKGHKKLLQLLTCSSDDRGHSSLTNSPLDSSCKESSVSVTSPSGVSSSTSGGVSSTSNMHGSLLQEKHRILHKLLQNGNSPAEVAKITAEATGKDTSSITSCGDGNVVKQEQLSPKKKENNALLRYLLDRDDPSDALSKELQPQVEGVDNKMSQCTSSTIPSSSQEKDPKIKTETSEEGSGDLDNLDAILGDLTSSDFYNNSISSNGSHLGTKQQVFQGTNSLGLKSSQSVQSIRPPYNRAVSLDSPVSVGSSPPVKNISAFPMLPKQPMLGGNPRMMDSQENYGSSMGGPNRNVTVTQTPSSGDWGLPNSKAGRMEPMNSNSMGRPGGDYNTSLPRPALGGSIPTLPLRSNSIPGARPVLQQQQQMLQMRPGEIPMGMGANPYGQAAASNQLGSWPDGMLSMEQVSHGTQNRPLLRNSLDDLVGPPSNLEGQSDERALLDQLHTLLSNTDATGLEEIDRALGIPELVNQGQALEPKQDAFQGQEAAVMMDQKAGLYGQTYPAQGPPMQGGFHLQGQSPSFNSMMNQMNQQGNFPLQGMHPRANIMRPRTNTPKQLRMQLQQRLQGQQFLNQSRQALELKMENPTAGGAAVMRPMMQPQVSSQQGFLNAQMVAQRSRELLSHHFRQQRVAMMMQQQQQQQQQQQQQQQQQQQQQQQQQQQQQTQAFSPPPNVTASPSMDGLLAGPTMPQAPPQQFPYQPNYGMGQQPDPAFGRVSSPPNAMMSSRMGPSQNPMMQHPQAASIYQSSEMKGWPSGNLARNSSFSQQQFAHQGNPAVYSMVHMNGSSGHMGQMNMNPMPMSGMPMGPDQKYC
# LRH-1 inv ag = LRH-1 (NR5A2) inverse agonists, primary screen, cell-based, luminescence, HEK293T, StAR-luciferase reporter; LRH-1 transfected, 24 h; inhibition, % at 3.6 µM; hit rate 0.13% among 360,000;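 active = inhibition above the mean inhibition of all tested compounds plus 3 SD, cut at about 73% in these data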;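 also: 0% = DMSO wells and 100% = reporter-only cells lacking LRH-1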
# Vif imaging = HIV Vif self-association inhibitors, primary screen, imaging, HEK293T, single point | HEK293T cells, Vif self-association by quenched fluorescence, 24 h | inhibition, % at 7.49 µM | hit rate 0.35% among 340,000 | AID 602346, 2012; in the data active = inhibition above about 50%, passing the limit was not always enough; also: some results filed as inactive read as strong as hits
# EBV LMP1 NFkB = EBV LMP1-driven NF-kappaB luciferase reporter inhibitors, primary screen, cell-based, luminescence, single point | hit rate 0.69% among 350,000 | LMP1-induced NF-kappaB luciferase reporter cells | inhibition, % at 12.5 µM; in the data active = inhibition above about 41%;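 also: 0% = neutral control wells and 100% = reference inhibitor control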
# COUP-TFII inh = NR2F2 transcriptional activity inhibitors, primary screen, cell-based, luciferase reporter, HEK293T, luminescence; COUP transcription factor 2 (Homo sapiens), P24468; HEK293T NGFI-A luciferase reporter; inhibition, % at 8.6 µM; hit rate 0.7% among 370,000; AID 686940, 2013;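 active = inhibition above a per-plate cutoff, mean inhibition of test wells between control levels plus 3 SD, cut at about 38% in these data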;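 also: cells cotransfected with COUP-TFII expression vector driving the NGFI-A reporter; 0% = median of COUP-TF2 test wells and 100% = reporter-only cells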
# TROY signal inh = inhibitors of TROY-driven NF-kB signaling, primary screen, Q293 LMP1-TROYcd cells, NF-kB luciferase, uHTS | AID 1347056, 2019 | Q293 LMP1-TROYcd NF-kB luciferase reporter, 4 h | hit rate 0.98% among 360,000 | inhibition, % at 10 µM;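 active = compounds whose plate-normalised and pattern-corrected inhibition of the luciferase reporter signal at the single screening dose is 50% or more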
# NOD2 RIPK2 PPI = NOD2-RIPK2 binding disruptors in cells, primary screen, fluorescence, CHO cells, BLA complementation; CCF4 ratio; inhibition, % at 4.98 µM; hit rate 0.38% among 360,000; in the data active = inhibition above about 21%;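 also: 0% = vehicle only and 100% = reference blocker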
# C8 TRAIL sens = viability loss with TRAIL in NB7+C8 cells, primary screen, TRAIL sensitizer project, cell-based, ATPlite luminescence; inhibition (viability loss, TRAIL sensitization), % at 10 µM; AID 624354, 2012; hit rate 1% among 360,000;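 active = compounds causing at least 50% loss of cell viability in the single-dose screen, relative to plate controls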
# NCOA1 inh = SRC1 coactivator transcriptional activity inhibitors, primary screen, cell-based, luminescence; Nuclear receptor coactivator 1 (Homo sapiens), Q15788; inhibition, % at 3.6 µM; HEK293 GAL4-SRC1 luciferase reporter; hit rate 0.12% among 360,000;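 active = inhibition above the campaign mean plus 3 SD, with each screening campaign given its own cutoff, cut at about 60% in these data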;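 also: 0% = DMSO treated cells and 100% = gossypol at 36 µM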
# Starred values were filed as active, the others as inactive; . = not tested or not shown. Some of the compounds tested; count on the stated rates, not on these rows.
SMILES,SRC2 inh,TLR9-MyD88 inh,SRC3 inh,LRH-1 inv ag,Vif imaging,EBV LMP1 NFkB,COUP-TFII inh,TROY signal inh,NOD2 RIPK2 PPI,C8 TRAIL sens,NCOA1 inh
CC1(C)NC(C)(C)C(O)(C(N)=O)C1=O (stereo not drawn),-11,3,14,-3,-2,-2,7,-15,4,-9,-7
COc1cccc(CNc2nc3cc(-c4cccc(C(F)(F)F)c4)sc3c(=O)n2C)c1OC,-16,.,3,15,-11,.,8,10,3,11,4
COc1ccc(/C=C2\SC(N3CCCCC3)=NC2=O)cc1,-54,-6,-49,-6,-3,-12,-18,-20,0,8,-36
NCCS(=O)(=O)O,-8,-8,-5,-29,36,24,-84,1,-6,-5,-3
C[C@@]12C(=O)N(CC3CCCO3)CC(=O)N1[C@@H]1c3ccccc3OC[C@@H]1[C@@H]2c1ccccc1 (stereo partly drawn),7,3,-17,16,-1,-1,11,-3,-7,6,6
CN(CC(=O)Nc1ccc(F)c(F)c1F)C(=O)c1ccc2c(c1)NC(=O)CS2,13,2,6,3,0,5,-1,-9,-4,-8,4
C=CCC[C@@H](Cc1ccc(F)cc1)C(=O)OC[C@@H](Cc1c[nH]c2ccccc12)NC(=O)[C@H](CC=C)CC(=O)NCCO,-1,-4,-13,0,0,-3,10,5,0,1,-5
NC(=O)c1ccccc1OCC(=O)N1CCCc2ccccc21,-56,-2,-34,-28,13,10,-8,-32,0,15,-37
COc1ccc(CC(=O)Nc2cc(S(C)(=O)=O)ccc2Cl)cc1S(=O)(=O)N1CCOCC1,-13,6,-11,-16,7,-3,-5,2,5,5,-13
Cc1nn(Cc2ccccc2Cl)c(C)c1C(=O)NCc1ccco1,4,-6,-2,-10,-7,-4,1,4,3,-14,-18
CC(C)N(C(=O)c1nn(C)c2c1CSc1ccccc1-2)C1CCCCC1,-7,-9,-21,-3,-13,-1,21,15,-12,-3,-14
Cc1ccccc1OCC(O)CN1CCN(CC(O)COc2ccccc2C)CC1 (stereo not drawn),-8,-5,17,-2,-1,0,6,-11,0,-5,-7
CC1C(=O)Nc2ccccc2N1C(=O)C1CC1 (stereo not drawn),1,-3,5,-6,-2,2,7,7,-4,-5,-18
COc1ccccc1-n1nnnc1SCC(=O)N(CC(C)C)C1CCS(=O)(=O)C1 (stereo not drawn),-12,-11,1,17,.,-55,-22,14,0,-5,6
NS(=O)(=O)c1ccc(NC(=S)Nc2ccc(OCc3ccccc3)cc2)cc1,-6,0,-7,0,3,-10,-9,-17,5,-8,1
CCN(CC)S(=O)(=O)c1ccc2c(c1)NC(=O)C1CCCN21 (stereo not drawn),-24,10,-16,-4,-12,2,3,3,0,-10,-12
CCOc1ccc(NC(=O)c2ccncc2)cc1,-1,-7,2,7,-7,-9,-2,-1,-12,-7,-5
CCCCN(C)CCCNC(=O)c1cccc(N2CCCC2=O)c1,3,-1,-10,5,-2,-9,-5,-4,4,7,-3
O=C(Nc1ccccc1)OCCc1ccccc1,.,.,-112,-155,-3,.,.,-60,-21,13,-116
Clc1ccc(Cl)c(-c2nn3c(COc4ccccc4)nnc3s2)c1,2,-3,-6,10,7,-6,3,7,0,11,-20
O=C(Nc1ncccc1O)c1ccc(Oc2ccccc2)cc1,-117,-2,-73,-112,10,1,-28,-19,-7,13,-107
CCN(CC)CCn1c(N)nc2ccccc21,-20,0,4,0,4,1,-8,-1,0,15,-15
CCc1nc2cccnc2n1-c1ccc(C(=O)O)cc1,-20,3,3,13,6,-2,9,-4,-7,3,2
c1ccc(C(c2ccccc2)c2noc(CN3CCN(C4CCCC4)CC3)n2)cc1,-6,-7,1,3,.,-14,9,13,-2,-7,-28
COc1ccc(N2CCCC2)c(NC(=O)c2ccc([N+](=O)[O-])o2)c1,-4,-1,-7,27,9,-4,12,4,5,4,18

# The last 2 compounds of the part before come first, to join the parts.
SMILES,SRC2 inh,TLR9-MyD88 inh,SRC3 inh,LRH-1 inv ag,Vif imaging,EBV LMP1 NFkB,COUP-TFII inh,TROY signal inh,NOD2 RIPK2 PPI,C8 TRAIL sens,NCOA1 inh
c1ccc(C(c2ccccc2)c2noc(CN3CCN(C4CCCC4)CC3)n2)cc1,-6,-7,1,3,.,-14,9,13,-2,-7,-28
COc1ccc(N2CCCC2)c(NC(=O)c2ccc([N+](=O)[O-])o2)c1,-4,-1,-7,27,9,-4,12,4,5,4,18
COc1ccccc1N1CCN(C(=O)c2cccc(S(=O)(=O)NCc3cccnc3)c2)CC1,12,-7,4,18,-2,10,25,8,-12,-5,3
Cc1ccc(C(C)C)cc1S(=O)(=O)Nc1cccnc1,-44,11,3,-4,-8,5,11,-5,7,-6,18
CC(C)C1C(=O)N(Cc2cn(CCC3OCCO3)nn2)CCS(=O)(=O)N1Cc1ccc(-c2ccncc2)cc1 (stereo not drawn),2,-2,14,10,1,-10,-16,8,-7,-1,-7
COc1cccc(/C=C2\SC(=O)N(CCC(=O)NNC(=O)c3ccccc3Cl)C2=O)c1,-12,-8,-6,12,-1,-2,-12,-57,4,-4,-22
Cc1noc(C)c1S(=O)(=O)N(C)C[C@H]1Oc2ccc(NS(=O)(=O)c3ccc(F)cc3)cc2C(=O)N([C@H](C)CO)C[C@@H]1C,-4,-8,-6,13,13,-2,-10,8,8,7,-1
COc1ccc(CC(=O)n2nc(-c3ccccc3)nc2NCc2ccco2)cc1,-47,-5,-18,-50,3,-6,-19,-1,-1,-6,-13
CCOC(=O)c1ccc(NC(=O)C2(N3C(=O)c4ccccc4C3=O)CCCC2)cc1,-8,-4,4,4,-1,2,-2,10,-2,-19,5
C=CCc1cc(C)ccc1OCCOCCC(C(=O)OCC)C(=O)OCC,7,-5,13,-4,.,-16,13,-6,0,-8,3
CCOC(=O)N1CCN(C(=O)c2ccc(NC(C)=O)cc2)CC1,4,-8,14,-10,2,2,-10,-12,-9,7,0
COc1cccc(NC(=O)CCP(C)(=O)O)c1,-35,4,8,17,11,-3,-1,5,9,3,-4
CC(C)COc1ccc(C(=O)NNC(=O)CCC(=O)c2cccs2)cc1,-9,-2,-14,14,9,-7,-6,-14,-10,-1,-14
O=[N+]([O-])c1ccc(Cc2ccccn2)cc1,12,-1,-3,6,-4,-1,32,16,-1,2,-6
CC1CCCC(C)N1C(=O)COC(=O)CNC(=O)c1sc2ccccc2c1Cl (stereo not drawn),26,-7,5,1,0,-1,-6,3,-11,-7,-19
CC(c1ccccc1)N1C(=O)C2C3CCC(C3)C2C1=O (stereo not drawn),-11,14,-9,12,-6,5,5,7,-4,-2,-3
CC(C)OC(=O)CC1C(=O)NCCN1C(=S)NC(=O)c1ccccc1 (stereo not drawn),12,-9,-1,4,0,2,-4,-4,-13,2,-3
CC12CCC(C(=O)Nc3ccncc3)(CC1O)C2(C)C (stereo not drawn),16,1,-3,-3,-2,-8,-1,-11,1,-6,3
CC(=O)Nc1cc(-c2nn3c(C)nnc3s2)ccc1C,-12,-12,-1,9,10,-12,-19,-13,1,-3,-21
Cc1c(C(=O)N/N=C/c2cccs2)nc2ccccn12,-7,-1,3,-2,5,9,-9,-14,-17,-1,-22
CCCC(=O)NC(c1ccco1)c1c(O)ccc2ccccc12 (stereo not drawn),13,-1,3,7,7,4,-10,13,-3,-3,-14
Cc1ccc(-c2n[nH]c(=O)c3ccccc23)cc1S(N)(=O)=O,-18,-6,-4,0,-12,6,2,2,7,-1,-32
COc1ccc(CCn2c(=N)c(C(=O)NCC3CCCO3)cc3c(=O)n4ccccc4nc32)cc1OC (stereo not drawn),-36,-3,-3,-2,4,0,-14,-38,-4,15,-5
Cc1ccc(C)c(CC(=O)N2CCCC(c3cc(C(=O)Nc4ccccc4Cl)no3)C2)c1 (stereo not drawn),-6,.,-3,-42,-5,.,-4,-9,-2,3,-4
COc1ccc2c(c1)OC(O)(C(F)(F)F)CC2=O (stereo not drawn),4,2,17,-13,-2,-16,2,-15,-2,-5,-18
CC1C(=O)Nc2ccccc2N1C(=O)c1ccc(F)cc1F (stereo not drawn),-5,1,14,-9,-12,0,-6,3,5,14,7
Cc1c(NC(=O)c2cnc(Cl)c(Cl)c2)c(=O)n(-c2ccccc2)n1C,-37,-9,-4,-7,7,-1,3,-30,-15,-21,-3
SMILES,SRC2 inh,TLR9-MyD88 inh,SRC3 inh,LRH-1 inv ag,Vif imaging,EBV LMP1 NFkB,COUP-TFII inh,TROY signal inh,NOD2 RIPK2 PPI,C8 TRAIL sens,NCOA1 inh
CC(NC(=O)c1cccs1)C(S)c1ccccc1 (stereo not drawn),31,-8,3,6,-4,-3,6,-8,-4,-15,-8
COc1ccc(N(C(=O)c2cccnc2)S(=O)(=O)c2ccc3c4c(cccc24)C(=O)N3C)cc1,13,-1,8,6,19,0,0,47,-2,0,-6
CC(C(=O)NCC1CCCO1)N(C(=O)c1snc(C(N)=O)c1N)c1ccccc1 (stereo not drawn),0,3,-2,6,14,-12,-2,-7,-6,-12,-23
COc1ccc(Cl)cc1C(=O)OCC(=O)c1ccc[nH]1,-1,-9,-5,7,-6,-2,-16,-16,-4,-11,-9
CCOc1ccc(OCCSc2nc3ccccc3o2)cc1,-20,-6,-2,0,3,-1,-3,-17,-17,7,8
C[C@H](CO)N1C[C@H](C)[C@H](CN(C)C(=O)c2ccccc2)OCc2cnnn2CCCC1=O,-9,-6,15,-18,-4,2,-4,-8,-2,1,1
CCN(CC)CCn1cnc2c1c(=O)[nH]c(=O)n2Cc1ccccc1,-22,-9,8,15,4,-4,-14,11,-7,6,-35
O=C1CN(CC(=O)N2CCCCC2)c2ccccc2O1,-13,-4,7,24,-8,-5,7,-29,6,-6,-4
C=CC(=O)N1C/C=C\C(c2ccc(OC)cc2)N(Cc2ccc(F)cc2)C(=O)C1 (stereo not drawn),2,1,-1,-8,24,1,10,6,-9,-4,-1
O=C(Cc1cccc2ccccc12)Nc1ccc(-c2cc3ccccc3oc2=O)cc1,51,-6,17,2,-11,55*,11,58*,2,13,4
COc1cc(OC)cc(C(=O)N2CCN(Cc3ccccc3[N+](=O)[O-])CC2)c1,8,-8,4,-11,7,-1,11,10,-1,-2,-8
Cc1cccc(NC(=S)N2CCN(c3cc(C)ccc3C)CC2)c1,-11,15,0,-5,6,4,-23,15,0,-7,-2
CC(C)NC1(C#N)CCN(Cc2ccccc2)CC1,-12,-9,-11,-28,-1,-5,1,7,-7,-1,-27
O=C(CCSc1ccccc1)Nc1nc2c(s1)CCCC2,-32,-3,-5,-35,-6,-3,-20,-29,4,5,-16
CC1(C(=O)NCc2ccc(Cl)cc2)CCN1C(=O)Cc1ccc(Cl)cc1Cl (stereo not drawn),-11,.,2,46,-11,.,1,14,6,3,-1
